# GSH bead fluor: compound fluoresces at 488/530 nm on GSH beads; AID 1776; fluorescence (KMESF) at 10 µM; actives 0.25% (n = 190,000); GSH beads flow cytometry, compound fluorescence 488/530 nm; stronger effect = higher value; in the data active means fluorescence above about 89;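 further: glutathione beads carrying GST-tagged Bcl family fusion proteins plus one bare bead set; values are compound well signal with DMSO vehicle wells as background; inactives centre near 16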
# Bim-Mcl-1: inhibitors of Bim-Mcl-1 interaction, human; Bead-based flow cytometry, Bim peptide-Mcl-1 binding; actives 0.1% (n = 190,000); inhibition, % at 10 µM; AID 1009; Q07820; in the data active means inhibition above about 40%;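 further: 0% = no compound tracer wells and 100% = peptide blocker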
# Mcl1-Noxa inh: disrupts binding of human Mcl-1 to Noxa peptide. inhibition, % at 21.7 µM. AID 1022. TR-FRET Mcl-1/Noxa peptide binding, 2 h. Q07820. actives 1.5% (n = 220,000);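 active means compounds that cut the protein-peptide binding signal by more than 50% relative to plate controls in a single-dose test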;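 further: His-tagged Mcl-1 with rhodamine Noxa BH3 peptide and terbium anti-His antibody; 0% = Mcl-1 plus Noxa peptide wells and 100% = peptide-only wells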
# ABCB1 inh: human ABCB1 inhibition, ABCG2 as counter-screen; P08183; CCRF-Adr cells, JC-1 efflux, flow cytometry; inhibition, % at 6.6 µM; actives 0.067% (n = 190,000); AID 1326; in the data active means inhibition above about 40%;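 further: 0% = vehicle and 100% = reference inhibitor; higher value means more JC-1 retained so stronger ABCB1 efflux block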
# Target sequence (P08183 whole entry, looked up): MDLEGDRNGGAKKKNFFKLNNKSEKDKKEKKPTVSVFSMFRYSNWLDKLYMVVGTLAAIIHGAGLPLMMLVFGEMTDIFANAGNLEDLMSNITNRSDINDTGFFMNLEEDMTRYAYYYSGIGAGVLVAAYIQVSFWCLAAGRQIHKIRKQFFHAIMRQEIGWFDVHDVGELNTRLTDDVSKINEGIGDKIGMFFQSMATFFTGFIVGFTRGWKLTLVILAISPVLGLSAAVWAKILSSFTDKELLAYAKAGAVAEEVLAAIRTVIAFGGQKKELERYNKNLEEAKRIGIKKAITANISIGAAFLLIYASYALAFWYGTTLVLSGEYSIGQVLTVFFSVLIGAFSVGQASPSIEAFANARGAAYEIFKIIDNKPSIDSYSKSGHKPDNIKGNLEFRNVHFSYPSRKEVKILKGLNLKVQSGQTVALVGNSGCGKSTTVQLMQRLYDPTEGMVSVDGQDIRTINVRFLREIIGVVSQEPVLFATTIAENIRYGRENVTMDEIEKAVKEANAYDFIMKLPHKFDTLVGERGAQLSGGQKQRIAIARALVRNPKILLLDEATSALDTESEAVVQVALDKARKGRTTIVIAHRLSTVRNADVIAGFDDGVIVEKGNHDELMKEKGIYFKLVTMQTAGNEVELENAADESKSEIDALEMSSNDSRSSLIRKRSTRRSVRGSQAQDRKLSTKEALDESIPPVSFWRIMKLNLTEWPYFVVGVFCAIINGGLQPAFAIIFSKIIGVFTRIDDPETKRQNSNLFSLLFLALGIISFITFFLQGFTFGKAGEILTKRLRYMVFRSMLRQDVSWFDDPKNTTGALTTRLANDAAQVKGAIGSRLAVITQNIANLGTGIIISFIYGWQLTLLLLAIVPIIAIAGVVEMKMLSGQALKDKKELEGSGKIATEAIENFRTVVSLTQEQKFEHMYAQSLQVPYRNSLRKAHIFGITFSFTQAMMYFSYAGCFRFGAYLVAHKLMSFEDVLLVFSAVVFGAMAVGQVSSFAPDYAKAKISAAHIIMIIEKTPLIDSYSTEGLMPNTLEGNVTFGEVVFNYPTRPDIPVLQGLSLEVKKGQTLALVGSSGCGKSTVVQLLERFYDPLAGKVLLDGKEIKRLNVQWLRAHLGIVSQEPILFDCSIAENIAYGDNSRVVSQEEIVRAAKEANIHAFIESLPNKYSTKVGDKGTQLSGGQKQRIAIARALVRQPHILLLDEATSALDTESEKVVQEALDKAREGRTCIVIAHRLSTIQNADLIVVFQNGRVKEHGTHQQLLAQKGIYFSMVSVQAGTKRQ
# RGS8-Gao reg: human RGS8-Galphao interaction regulation; P09471; multiplexed bead flow cytometry, RGS8-Galphao binding; actives lie on both sides; response (percent of control binding), % at 10 µM; actives 0.34% (n = 220,000); AID 1423; in the data active means response below about 60% or above about 140%; inactive means in between;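 further: Galphao activated as the GDP aluminium fluoride complex binding bead-coupled RGS8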
# Avidin bead fluor: avidin bead compound fluorescence profile; Avidin beads, compound fluorescence 488/530 nm, flow cytometry; stronger effect = higher value; AID 1775; fluorescence (KMESF) at 10 µM; actives 0.38% (n = 220,000); in the data active means fluorescence above about 47; further: inactives centre near 10
# RGS4-Gao reg: modulates binding of RGS4 to human Galphao | AID 1415 | P09471 | binding response (% of control), % at 10 µM | Multiplexed bead flow cytometry; actives lie on both sides | actives 0.33% (n = 220,000); in the data active means binding response below about 49% or above about 150%; inactive means in between;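 further: fluorescent Galphao activated with aluminum fluoride binding bead-coupled RGS4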
# ABCG2 inh: inhibitors of human ABCG2 transporter, ABCB1 counter-screen | Q9UNQ0 | IgMXP3 cells, JC-1 efflux, flow cytometry | inhibition, % at 6.6 µM | actives 0.1% (n = 190,000) | AID 1325;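 active means inhibition above 80%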;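 further: 0% = DMSO and 100% = nicardipine control wells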
#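 Measure – % inhibition of efflux relative to nicardipine and DMSO · Test system – ABCG2 IgMXP3 and barcoded ABCB1 CCRF-Adr cell mix · Control set – nicardipine as high control, DMSO as low control · Compound – one concentration, 6.6 µM final · Signal – flow cytometry of retained JC-1 fluorescence · Timing – 10 min exposure at 25 °C with rotation, no wash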
# Pf gametocyte: P. falciparum stage V gametocyte viability inhibition. actives 0.065% (n = 150,000). inhibition, % at 10.9 µM. P. falciparum stage V gametocytes, ATP luminescence, 24 h. AID 743093;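 active means inhibition above the mean plus 3 SD of compounds within the control limits, set per campaign, cut at about 38% in these data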;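 further: 0% = DMSO wells and 100% = medium only without gametocytes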
# Mcl1-Bid inh: disrupts binding of human Mcl-1 to Bid peptide. Q07820. inhibition, % at 21.7 µM. TR-FRET Mcl-1/Bid-Dy647 peptide binding, 1536-well. actives 0.97% (n = 220,000);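 active means compounds that cut the binding signal by more than half at the single screening dose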;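 further: His-tagged Mcl-1 with europium anti-His antibody binding Bid BH3 peptide; 0% = Mcl-1 plus peptide wells and 100% = peptide-only wells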
# RGS7-Gao: human RGS7-Galphao interaction regulation | Multiplexed bead flow cytometry, RGS7-Galphao binding; actives lie on both sides | binding response (% of control), % at 10 µM | P09471 | actives 0.35% (n = 220,000); in the data active means binding response below about 49% or above about 150%; inconclusive means no clear call, values can overlap the other calls; inactive means in between;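 further: fluorescent Galphao held in activated GDP-AlF4 state binding bead-coupled RGS7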
# * marks the source's active call; other numbers are inactive results; ? = inconclusive; / = no result given.
SMILES,GSH bead fluor,Bim-Mcl-1,Mcl1-Noxa inh,ABCB1 inh,RGS8-Gao reg,Avidin bead fluor,RGS4-Gao reg,ABCG2 inh,Pf gametocyte,Mcl1-Bid inh,RGS7-Gao
CCOC(=O)c1nn(-c2cccc(Cl)c2)c2nc(CC(C)C)c(C#N)c(=O)n12,24,-18,13,1.2,102,6,101,2,-1,5,102
Cc1ccccc1NC(=O)C1CCCN(S(=O)(=O)c2cnc[nH]2)C1 (stereo not given),24,-1,11,0.1,98,8,95,1,/,-9,95
CC1CCCCN1CCn1c(=S)[nH]c2ncccc2c1=O (stereo not given),33,-3,12,-0.4,101,14,100,1,/,-10,104
CN1CCN(C(=O)C2=C[C@@H](c3ccccc3)C[C@@H](OCCCCO)O2)CC1,20,-4,-9,0.3,103,7,103,1,1,-8,100
COC(=O)C1=C(C)N=c2s/c(=C/c3ccoc3)c(=O)n2C1c1ccccc1 (stereo not given),28,-3,27,8.8,104,10,103,10,/,-10,99
O=C(O)CC(C(=O)NCc1ccccc1)C1CCCO1 (stereo not given),41,-2,-11,-0.3,108,5,90,-1,/,-17,88
Cn1c(CO)cnc1SCc1ccccc1,17,-1,17,0.3,98,35,98,1,/,-7,96
O=C(CN1C(=O)NC(Cc2ccccc2)C1=O)Nc1ccc(F)cc1 (stereo not given),16,-3,-9,0.7,99,25,101,1,23,-1,98
Cn1c(SCc2ccccn2)nnc1-c1cnccn1,7,-1,6,-0.1,95,4,96,0,4,-9,100
O=S(=O)(c1ccccc1)N1CCN(c2nnnn2-c2ccccc2)CC1,56,-2,4,0.6,100,6,104,1,/,-2,102
CC(=O)Nc1ccc(SCC(=O)Nc2sccc2C#N)cc1,11,-1,18,-0.1,104,23,100,0,-4,-7,99
CC(C)(C)NC(=O)CN(C(=O)CS(=O)CC(=O)Nc1ccc(F)cc1)c1ccccc1F (stereo not given),22,7,6,0.2,102,9,101,0,8,-15,102
CC(C)(C)NC(=O)NC(=O)COC(=O)c1cccc(S(=O)(=O)N2CCCCC2)c1,10,-3,0,1.7,104,5,102,16,-15,0,101
CCN=C1SCC(=O)N1c1ccc(OC)cc1,17,1,6,-0.3,94,7,90,-1,-6,9,106
COc1ccc(OC)c(N/C(C)=C/C(=O)c2ccccc2)c1,9,-1,-20,0.0,102,5,102,3,-23,-80,97
CC(=O)NC1C(OCc2ccccc2)OC(COC(C)=O)C(OC(C)=O)C1OC(C)=O (stereo not given),5,-5,11,0.0,105,13,101,-8,-14,-6,100
CCOC(=O)N1CCN(c2c(NCc3cccs3)c(=O)c2=O)CC1,25,-2,13,0.4,98,8,99,1,/,-19,102
Cc1onc(-c2ccccc2)c1C(=O)Nc1nnc(N2CCCCCC2)s1,24,0,19,6.6,101,7,100,3,/,-20,98
CCOC(=O)C1CCCN(C(=O)c2ccc([N+](=O)[O-])cc2)C1 (stereo not given),11,-1,-2,0.5,88,3,96,8,/,4,101
Cc1onc(-c2ccccc2Cl)c1C(=O)Nc1ccc(S(=O)(=O)Nc2nccs2)cc1,9,-1,7,0.6,103,9,103,2,6,-35,112

# Four structures already listed, ordered by formula weight, descending:
SMILES,GSH bead fluor,Bim-Mcl-1,Mcl1-Noxa inh,ABCB1 inh,RGS8-Gao reg,Avidin bead fluor,RGS4-Gao reg,ABCG2 inh,Pf gametocyte,Mcl1-Bid inh,RGS7-Gao
O=C(CN1C(=O)NC(Cc2ccccc2)C1=O)Nc1ccc(F)cc1 (stereo not given),16,-3,-9,0.7,99,25,101,1,23,-1,98
O=C(O)CC(C(=O)NCc1ccccc1)C1CCCO1 (stereo not given),41,-2,-11,-0.3,108,5,90,-1,/,-17,88
CCN=C1SCC(=O)N1c1ccc(OC)cc1,17,1,6,-0.3,94,7,90,-1,-6,9,106
Cn1c(CO)cnc1SCc1ccccc1,17,-1,17,0.3,98,35,98,1,/,-7,96

# (more compounds)
SMILES,GSH bead fluor,Bim-Mcl-1,Mcl1-Noxa inh,ABCB1 inh,RGS8-Gao reg,Avidin bead fluor,RGS4-Gao reg,ABCG2 inh,Pf gametocyte,Mcl1-Bid inh,RGS7-Gao
CC(C)CC(=O)N1CC(C)N(C(=O)CC(C)C)CC1C (stereo not given),12,-5,-10,-8.1,103,15,102,1,11,-1,101
CCOc1ccc(Br)cc1CSC(=N)N,5,-4,22,17,96,8,100,40,-23,-19,103
COC(=O)CSc1nc2nc(C)c(Br)cc2[nH]1,34,-1,-2,0.0,102,14,102,1,-3,-9,98
N#Cc1c(SCC(N)=O)nc2c(c1-c1ccncc1)CCCC2,28,0,2,0.4,104,10,100,1,35,-22,104
CC(C)(C)c1ccc(C(=O)C2CCCN(C(=O)C3CCOCC3)C2)cc1 (stereo not given),11,-2,20,0.8,99,16,98,3,-3,6,98
c1csc(-c2nn3cnnc3c3ccccc23)c1,63,1,13,-0.1,102,11,104,1,/,-15,99
CC(C)c1nnc(NC(=O)CCC(=O)N2CCN(C3CCCCC3)CC2)s1,23,0,5,0.2,101,37,103,1,/,-6,99
FCCCOc1ccc(/C=N/OCc2c(Cl)cccc2Cl)cc1,17,0,-2,0.1,94,8,94,1,-11,-5,95
CC1CC(C)CN(C(=O)C2CCCN(S(=O)(=O)c3cccc4nonc34)C2)C1 (stereo not given),12,0,5,1.7,102,34,99,3,4,-2,98
Cc1cc(C)c[n+](CC(=O)c2ccc(-c3ccccc3)cc2)c1,6,-2,0,0.5,100,3,105,1,6,-33,101
COc1ccc(C(=O)NCC(=O)NCC(=O)OCc2ccc(Br)cc2)cc1,15,0,5,0.3,101,9,102,14,/,-24,?
CC(C)(C)C1CCc2c(C(=O)NNC(=O)CCCC(=O)O)csc2C1 (stereo not given),11,-4,13,0.4,108,6,103,2,/,-1,103
CCCN1C(=O)c2cc(C(=O)NC3CCCC3)ccc2C1O (stereo not given),20,-1,18,-3.2,101,6,97,-4,/,-3,91
Cc1cccc(C)c1NC(=O)NN1C(C)CCCC1C (stereo not given),24,2,8,0.0,101,8,102,0,10,-15,101
Cc1nc(NS(=O)(=O)c2ccccc2)sc1NC(=O)Nc1ccc(Cl)cc1,/,/,43,/,99,8,102,/,8,-164,?
CN(C)c1ccc(N=c2sc3ccccc3n2C)cc1,6,1,101*,-0.1,98,8,100,0,/,33,100
CCOc1ccc(NC(=O)N2CCN(CC)CC2)cc1,48,0,-9,0.3,101,14,94,0,4,-17,94
O=S(=O)(c1ccccc1)c1nc(-c2ccccc2)oc1N1CCCC1,18,-2,-10,0.2,100,12,100,5,-11,-3,108
O=S(=O)(c1cccc(C(F)(F)F)c1)N1CCN(C(=S)NCc2ccco2)CC1,5,-1,-4,0.5,102,4,102,1,13,-16,104
Cc1c(Cl)c([N+](=O)[O-])nn1CC(=O)N1CCN(Cc2ccccc2)CC1,20,0,17,0.3,100,17,99,1,1,-7,100
CCCSC1=C(C#N)C2(CCCCC2)C(C#N)=C(N)N1,14,3,5,-0.3,106,10,110,1,-14,-22,97
COc1ccccc1NC(=O)C1C2CCCCC21 (stereo not given),48,-4,2,0.8,98,2,100,10,/,-3,95
CCOC(=O)COc1cc2oc(=O)cc(C)c2cc1[N+](=O)[O-],8,0,3,2.2,101,3,102,10,-5,-23,107
CCc1cccc(C)c1NC(=O)C1C2CCC(O2)C1C(=O)O (stereo not given),24,-2,-14,0.2,101,18,100,0,/,-11,100
O=S1(=O)CC2SC(=S)N(c3ccccc3)C2C1 (stereo not given),/,/,-5,/,101,7,93,/,-8,-20,?
O=C(NCc1ccco1)c1ccccc1Nc1ccc(F)cc1,36,1,16,0.7,98,10,93,5,15,-6,94
O=C(/C=C/c1ccc(Br)cc1)Nc1ccc(S(=O)(=O)Nc2ncccn2)cc1,23,1,14,-0.2,103,11,99,0,1,-17,100
Cc1nc(-c2ccccc2)sc1-c1ccnn1C,15,-4,4,0.2,100,12,103,5,-21,4,100
CCN(CC)C(=O)CSc1ncccc1-c1nc2ccccc2[nH]1,25,-1,6,0.2,105,10,102,0,-5,-39,102
On1cnnc1-c1ccccc1,7,-4,11,1.0,100,15,104,3,10,6,105
CC(=O)Nc1ccc2c(c1)nc1n2CCSC1,35,-2,5,-1.7,103,18,105,6,-24,-34,101
C=CCn1c(SCC(=O)c2cc(C)n(CCOC)c2C)nc2sc(C)c(C)c2c1=O,15,0,5,1.7,105,11,103,7,/,5,100
COc1ccc(C2(CNC(=O)c3ccc(OC)c([N+](=O)[O-])c3)CCCCC2)cc1OC,5,-6,13,7.8,102,12,100,38,-27,-16,98
CCC(C(=O)Nc1ccncc1)c1ccccc1 (stereo not given),6,-4,-2,0.6,101,14,101,2,/,-15,101
Cc1ccc(OCCN2CCN(C(=O)CCC(=O)Nc3nnc(CC(C)C)s3)CC2)cc1,/,/,3,/,98,10,99,/,-8,-27,?
COc1cc(OC)cc(C(=O)NC(=S)NNC(=O)[C@H]2C[C@@H]2c2ccccc2)c1,/,/,-87,/,95,6,89,/,7,-137,/
Cn1nnnc1SCc1ccc(C(=O)Nc2nccs2)cc1,29,11,2,1.2,98,13,93,9,1,-2,98
COc1ccc(-n2nc([N+](=O)[O-])c(=NCc3ccc4c(c3)OCO4)n2O)cc1,6,1,3,1.3,77,9,88,5,24,-12,88
O=C(COc1ccc(/C=N/NS(=O)(=O)c2ccccc2)cc1)Nc1ccccc1,8,1,-4,0.1,101,15,102,2,2,-35,105
COCCn1c(=O)sc2ccccc2c1=O,16,-1,-1,0.1,99,13,99,1,32,2,98
Cc1onc(-c2ccccc2Cl)c1C(=O)O/N=C(\N)c1ccc([N+](=O)[O-])o1,/,/,-2,/,98,3,96,/,5,-3,?
Cc1nnc(C)n1/N=C/c1cc(Br)ccc1O,10,0,3,-0.3,100,9,102,3,/,-116,100
CC(C)c1ccc(C2C3=C(COC3=O)Nc3cc4c(cc32)OCO4)cc1 (stereo not given),18,0,17,0.8,75,5,96,1,/,-38,75
Cc1cc(C)c(S(=O)(=O)c2c(C)cccc2C)c(Cl)n1,15,0,-3,0.4,96,15,98,2,-11,-10,98
CCCCOc1ccc(CC2CCC(=O)NC2=O)cc1 (stereo not given),12,2,14,-0.2,104,8,105,0,-8,1,107
O=C(COC(=O)c1ccc([N+](=O)[O-])o1)Nc1cccc(S(=O)(=O)N2CCOCC2)c1,11,-5,0,0.6,104,6,101,7,/,-31,102
CCOC(=O)c1cc(-c2ccccc2)sc1NC(=O)C(C)OC(=O)c1cccnc1Cl (stereo not given),8,-3,-2,-0.6,104,5,102,-5,/,-21,103
CC(C)Sc1nc2c(c(=O)n(C)c(=O)n2C)n1C,35,0,11,0.6,101,15,104,5,-1,-15,103
CN1CCN(c2nc(Nc3cccc(C(F)(F)F)c3)nc(N3CCOCC3)n2)CC1,47,-8,3,0.5,99,3,97,3,-1,6,95
